# Bioassay records (PubChem BioAssay)
# TcdB GH inh: TcdB glycohydrolase inhibition; P18177; TcdB glycohydrolase enzymatic assay, plate reader; inhibition, % at 9.99 µM; 0.24% of 350,000 active; in the data active = inhibition above about 10%
# CCHFV vOTU inh: blocks the CCHF virus ovarian tumor domain protease; AID 651958; CCHFV vOTU protease, Pep-AMC fluorescence; inhibition, % at 11.5 µM; 0.55% of 370,000 active; in the data active = inhibition above about 30%; also: 0% = vehicle wells with enzyme and 100% = no enzyme wells
# PfHsp40 yeast: rescue of PfHsp40-mediated yeast toxicity; growth rescue, % at 12.5 µM; 0.68% of 340,000 active; S. cerevisiae expressing PfHsp40, growth rescue, ATP luminescence; AID 504582; in the data active = growth rescue above about 28%, passing the limit was not always enough; inconclusive = no clear call, values can overlap the other calls;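 also: yeast W303a lacking pdr1 and pdr3 grown in galactose medium; growth measured after three days at 30 °C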
# BoNT-A LC inh2: blocks Botulinum neurotoxin A light chain protease. multiplex microsphere protease substrate cleavage, flow cytometry. inhibition, % at 10 µM. 0.17% of 360,000 active; also: plate controls were buffer without enzyme for full effect and enzyme alone for no effect
# Y pestis TopoI: blocks Yersinia pestis topoisomerase I activity | activity, % at 10 µM | AID 504884 | 0.064% of 360,000 active | Y. pestis Topo-I cleavage product accumulation, plate reader; in the data active = activity above about 50%, passing the limit was not always enough; inconclusive = no clear call, values can overlap the other calls; also: inactives centre near 2
# Anthrax LF inh2: anthrax lethal factor protease inhibition; inhibition, % at 10 µM; multiplex microsphere protease cleavage assay, LF; 0.12% of 360,000 active; also: plate controls were buffer without enzyme for full effect and enzyme alone for no effect
# FadD28 FP inh: inhibitors of Mycobacterium tuberculosis FadD28 bisubstrate binding; FadD28 bisubstrate probe binding, fluorescence polarization; inhibition, % at 12.5 µM; 0.22% of 360,000 active; AID 588549; in the data active = inhibition above about 8.5%, passing the limit was not always enough; inconclusive = no clear call, values can overlap the other calls
# BoNT-F LC inh: BoNT F light chain protease inhibition | Multiplex microsphere protease cleavage assay, flow cytometry | inhibition, % at 10 µM | 0.22% of 360,000 active | AID 588497; in the data active = inhibition above about 35%, passing the limit was not always enough; inconclusive = no clear call, values can overlap the other calls; also: plate controls were buffer without enzyme for full effect and enzyme alone for no effect
# PrPC TRFRET: cell surface PrPC inhibition, primary TR-FRET screen. TR-FRET read-out. inhibition, % at 13.8 µM. 0.43% of 370,000 active. AID 720596; in the data active = inhibition above about 24%; also: 0% = median of the test wells and 100% = reference compound wells
# Active calls of the source: *; ? = inconclusive; / = not tested or not shown. Rule as the data show it, unless noted: active = inhibition above about 30%; inconclusive = no clear call, values can overlap the other calls; inactive = below that.
SMILES,TcdB GH inh,CCHFV vOTU inh,PfHsp40 yeast,BoNT-A LC inh2,Y pestis TopoI,Anthrax LF inh2,FadD28 FP inh,BoNT-F LC inh,PrPC TRFRET
CC(C)C(=O)NC(c1ccco1)c1ccc2cccnc2c1O (stereo not given),/,-8.5,296.9*,-2.4,-6.7,-4.5,-2.3,-9.4,10.5
CCOc1ccc(S(=O)(=O)N2CCC(C(=O)NCc3ccncc3)CC2)cc1,0.6,-3.8,4.4,2.0,4.1,-3.5,-2.6,-11.0,-2.5
CN(c1ccc([N+](=O)[O-])cc1/C=N/NC(=O)COc1ccccc1)C1CCCCC1,0.3,-0.8,0.9,0.7,-3.6,2.9,-1.0,7.7,-4.7
COc1ccccc1C1/C(=C(/O)c2ccccc2)C(=O)C(=O)N1CCO (stereo not given),/,6.2,-0.1,-1.2,-1.3,-3.3,-3.4,-3.8,-1.8
Cc1sc2nc(CSCC(=O)N(C)c3ccccc3)[nH]c(=O)c2c1C,0.1,-9.9,-0.4,4.6,10.4,0.1,-2.5,-1.7,-3.0
COC(=O)c1c(-c2ccc(OC)cc2)sc2cc(OC)c(OC)cc12,8.4,-10.3,5.3,-0.5,0.0,-6.1,-1.9,-6.7,-40.5
CCOc1ccc(C(=O)CCNC(Cc2cnc[nH]2)C(=O)O)cc1 (stereo not given),-0.1,-3.5,-1.5,-2.6,3.0,-2.8,-1.4,-17.7,-1.3
CCOc1ccc(C(=O)/C=C/Nc2ccc(S(=O)(=O)N=C(N)N)cc2)cc1,/,-2.1,1.1,-0.1,2.7,-0.4,-3.9,-3.8,3.5
CS(=O)(=O)N1CCC(Oc2cccc(C(=O)NCCCC3CCCC3)c2)CC1,/,/,2.0,0.9,10.6,-1.4,1.5,-5.0,/
COc1cc2nc(CN3CCC(Cc4ccccc4)CC3)[nH]c(=O)c2cc1OC,0.6,-5.5,-0.3,-0.4,-10.4,-0.3,-4.5,1.2,-1.4
O=C(NN=C1CCCCCC1)C(=O)Nc1cccc(Br)c1,/,17.8,-1.2,0.1,-0.2,2.6,-3.5,-0.4,0.8
Oc1ccccc1-c1nnc(-c2ccc(C(F)(F)F)cc2)o1,/,7.6,0.0,1.1,5.1,0.6,0.6,35.2*,3.9
CCCc1nc2ccccc2c(C(=O)OCC(=O)NC2CC2)c1CC,-1.3,-8.8,-0.1,-0.7,-11.6,0.1,-3.4,-2.7,1.2
Cc1cc(C)n2nc(SCN3C(=O)c4ccccc4C3=O)nc2n1,2.7,-9.7,1.0,0.0,0.2,-9.4,0.2,-11.1,-5.7
COC(=O)CSc1cnc2ccccc2n1,/,14.3,0.1,0.1,-3.4,-5.5,-1.4,-1.4,-1.7
CC(C)(C)c1ccccc1NC(=O)CN1C(=O)NC2(CCCC2)C1=O,0.4,-0.5,-0.1,-1.5,1.2,-14.8,0.7,0.0,-1.9
COc1cc(C2C3=C(CC(C)(C)CC3=O)N(C)C3=C2C(=O)CC(C)(C)C3)cc(Br)c1O,-1.4,0.4,0.3,0.4,7.3,3.3,1.3,11.3,-5.9
CCC(C)(C)NC(=O)CN(C(=O)CCC(=O)Nc1ccccn1)c1ccc(F)c(Cl)c1,/,7.7,1.9,0.7,5.0,-1.2,-3.2,1.4,5.4
CC(=O)c1ccc(/C=C/c2nc3ccccc3n2C)o1,2.5,-141.7,/,6.1,-5.5,-15.3,-4.7,?,0.9
CC(C)NC(=O)COC(=O)c1ccc(Oc2ccccc2)cc1,/,6.0,2.2,0.1,-7.8,-3.1,-5.3,10.9,-4.3
Cc1ccc(-c2c[n+](CC(=O)Nc3ccc(C)cc3C)c3n2CCC3)cc1,-0.1,6.3,-0.3,-0.9,6.8,-16.8,-3.2,-1.2,0.0
CCN(CC)S(=O)(=O)c1ccc(S(=O)(=O)N(CC(=O)Nc2ccccc2)Cc2ccco2)cc1,/,-7.8,-0.2,3.8,-5.4,-0.2,-4.1,2.8,-0.7
CC(CCc1ccccc1)NC(=O)c1cnc(Cl)c(Cl)c1 (stereo not given),0.7,-12.3,-0.2,-1.1,-0.5,-6.5,-1.9,1.0,3.2
CC(=O)Nc1nnc(-c2c(-c3ccccc3Cl)noc2C)o1,0.7,-0.9,-0.3,-13.1,-3.0,-19.6,-1.6,?,-4.1
CC(C)c1nc(CNC(=O)c2ccc(OC3CCN(Cc4ccccn4)CC3)cc2)cs1,1.8,-7.6,-0.9,0.5,24.6,-0.9,-4.1,3.3,-1.6
C=CCn1c(-c2csc3c2CCC(C)C3)n[nH]c1=S (stereo not given),0.7,7.3,0.1,-0.3,13.2,-3.2,-0.8,-9.1,1.1
Cc1ccc(S(=O)(=O)NCCNC(C)c2ccc(Br)cc2)cc1 (stereo not given),0.0,-4.7,-0.5,-0.2,1.3,-0.4,-0.9,-9.2,-3.0
Cc1cccc(C)c1OCC(=O)Nc1cccc(NC(=O)c2ccco2)c1,/,1.3,3.7,0.0,17.9,-0.9,-6.9,6.9,11.7
CCOc1ccc(NC(=O)C/C(C)=N/NC(=O)COc2ccc(Br)cc2C)cc1,-1.3,-17.7,-0.3,-2.6,16.1,-10.7,-3.2,-27.4,1.5
O=C(CNC(=S)NC(=O)c1ccc(F)cc1)c1ccccc1,1.4,-15.8,-1.3,1.3,-2.2,-2.1,-2.0,14.3,-6.7

# Full records, quoted from the list. Values in the order: TcdB GH inh | CCHFV vOTU inh | PfHsp40 yeast | BoNT-A LC inh2 | Y pestis TopoI | Anthrax LF inh2 | FadD28 FP inh | BoNT-F LC inh | PrPC TRFRET
# Results for O=C(NN=C1CCCCCC1)C(=O)Nc1cccc(Br)c1 : / | 17.8 | -1.2 | 0.1 | -0.2 | 2.6 | -3.5 | -0.4 | 0.8
# Results for CCCc1nc2ccccc2c(C(=O)OCC(=O)NC2CC2)c1CC : -1.3 | -8.8 | -0.1 | -0.7 | -11.6 | 0.1 | -3.4 | -2.7 | 1.2
# Results for Cc1cccc(C)c1OCC(=O)Nc1cccc(NC(=O)c2ccco2)c1 : / | 1.3 | 3.7 | 0.0 | 17.9 | -0.9 | -6.9 | 6.9 | 11.7

# Additional results follow.
SMILES,TcdB GH inh,CCHFV vOTU inh,PfHsp40 yeast,BoNT-A LC inh2,Y pestis TopoI,Anthrax LF inh2,FadD28 FP inh,BoNT-F LC inh,PrPC TRFRET
OCc1ccc(-c2ccc3nccn3c2)cc1,-0.4,-4.9,/,-0.2,-3.9,1.4,-3.9,4.7,-9.5
Cc1c(N2CCCCC2)[nH]c2ccccc12,0.6,12.6,/,-0.1,-6.0,1.4,2.2,0.6,4.0
CCOC(=O)c1cc(-c2ccc(OC)cc2)n(CCC(=O)NC2CCN(Cc3ccccc3)CC2)c1C,0.0,14.2,1.1,-0.6,13.9,-1.2,-3.3,-2.5,-19.6
COc1ccc(OC)c(/C=C/C(=O)N2CCN(S(=O)(=O)c3ccc(C)cc3C)CC2)c1,0.9,-32.1,0.1,-0.1,28.0,-1.8,-1.3,-1.3,-5.2
CCc1ncc(C(O)c2ccc(Cl)cc2)n1Cc1ccccc1 (stereo not given),1.6,-7.2,/,-0.7,14.9,-8.2,-0.7,-5.3,4.3
CCCNC(=O)C(Cc1ccc(Br)cc1)NC(=O)c1ccc(C#N)cc1 (stereo not given),1.2,-7.2,-1.0,-0.2,3.8,1.1,-2.8,-3.4,5.3
COC(=O)c1ccc(C23CC4(C2)[C@H](CN(Cc2cccnc2)[C@@H]4c2ccccc2)C3c2ccccc2)cc1 (stereo not given in full),0.1,7.1,0.6,0.4,9.3,-2.6,-3.4,-7.1,-0.8
O=C(Nc1ccc(Cl)cc1)c1cccc(NC2=NC3CS(=O)(=O)CC3S2)c1 (stereo not given),-6.9,9.9,0.3,-1.2,-6.6,-6.1,-2.3,-14.7,-0.7
COc1ccc2c(c1)CC(=O)NC=C2,1.4,-12.2,-1.1,-0.4,7.2,-1.6,-0.4,-10.6,2.6
CCC1Sc2ccc(S(=O)(=O)CCC(=O)Nc3ccccc3Cl)cc2NC1=O (stereo not given),1.7,-2.1,2.6,-2.5,15.1,-1.7,-1.5,0.8,-3.6
C=CCn1c(SCc2nc3ccccc3[nH]2)nnc1-c1ccccn1,/,12.0,-0.3,?,-0.7,-3.9,-7.6,5.5,7.3
CCOC(=O)C1=C(O)/C(=C/c2ccc(-c3ccccc3C(=O)O)o2)SC1=Nc1ccc(OC)cc1,/,21.2,1.7,11.7,1.6,13.8,-1.2,-4.3,-4.9
O=[N+]([O-])c1cccnc1S(=O)(=O)c1ccccc1,-0.2,14.8,104.2*,1.2,-0.6,4.8,-1.1,7.2,38.0*
O=C(c1ccc(Cl)s1)N1CCc2ccccc21,/,-1.9,1.2,-1.8,15.6,1.0,-4.8,-3.8,1.4
CC(C)c1cccc(C(C)C)c1NC(=O)OC1CCCCC1,1.3,-9.6,/,-1.3,/,-1.5,-2.2,-1.5,-2.9
CC(C)n1nnnc1-c1cccc(Cl)c1,/,-3.0,0.4,6.6,-1.0,-19.9,-4.2,8.3,-1.0
COc1cnc(-c2ccccn2)nc1Oc1ccccc1Cl,/,2.0,-1.3,-1.4,11.0,-13.8,-2.6,-3.5,2.6
O=C1OCc2ccc([N+](=O)[O-])cc21,0.4,-7.8,1.3,-0.4,0.9,0.7,1.4,-0.2,-17.7
CCC(=O)N(Cc1cc2cccc(C)c2[nH]c1=O)c1ccccc1OC,-0.1,-9.3,1.0,1.7,10.8,2.5,-4.2,2.6,1.0
CC(C)CC(=O)Nc1ccc(Cc2ccncc2)cc1,-0.2,-18.1,-0.6,0.7,0.9,-9.7,-0.3,2.2,12.7
O=C(NN1C(=O)/C(=C/c2cccs2)SC1=S)c1ccncc1,1.6,6.7,-1.3,0.3,-5.3,-1.7,1.8,-5.9,-1.1
O=C(Nc1nccs1)C1CCN(S(=O)(=O)c2ccc(Cl)c(C(F)(F)F)c2)CC1,/,9.2,-0.1,0.3,-6.1,0.8,-2.3,-2.9,1.2
O=c1[nH]c2cc3c(cc2cc1C(c1nnnn1C1CCCCC1)N1CCSCC1)OCCO3 (stereo not given),/,-4.7,0.6,2.6,-7.2,6.2,-1.3,0.1,-1.6
CC1CCCCC1NC(=O)/C=C/c1nc2ccccc2s1 (stereo not given),2.9,-14.0,0.8,-0.5,7.7,-4.8,-2.4,-7.4,-0.9
COc1ccc(CCNC(=O)CCN2C(=O)[C@@H]3Cc4ccccc4CN3C2=O)cc1OC,0.9,-7.7,1.1,1.2,4.5,-0.5,-3.3,3.1,3.6
CCOc1ccc(C(=S)N2CCOCC2)cc1OC,/,1.0,-1.5,-0.3,-0.7,1.2,-4.3,-2.9,7.6
Cc1ccccc1-c1nnc(SCC(=O)Nc2cccnc2Cl)o1,0.3,-7.2,-0.1,-0.2,-2.4,3.4,1.4,-6.3,2.6
COc1ccc2cc(CN(CC3CCCO3)C(=O)Nc3ccccc3OC)c(=O)[nH]c2c1 (stereo not given),2.8,15.1,16.9,-0.6,15.3,-6.3,-5.1,-0.9,-1.2
COc1ccc(NC(=O)c2cn(CCC#N)nc2-c2cccs2)cc1,0.9,0.9,-1.0,0.6,-10.4,-0.3,0.5,-3.6,-3.9
Cc1c(NC(=O)C(C)OC(=O)/C=C/c2ccc(OC(F)F)cc2)c(=O)n(-c2ccccc2)n1C (stereo not given),0.3,6.6,0.9,-0.5,0.6,-5.8,-0.4,-8.4,-0.2
CCCN=C1NC(=O)C(CC(=O)NCCc2ccc(OC)c(OC)c2)S1 (stereo not given),1.4,-9.7,-0.4,0.2,-5.3,-1.6,-0.2,-2.8,3.3
CCOC(=O)N1C(=O)NC(=O)C1c1ccc(Cl)cc1 (stereo not given),-0.2,-4.6,-2.0,0.5,8.4,-2.8,0.4,2.4,3.5
Cn1c2c(c3ccccc31)CCSC2=O,/,-0.8,-0.4,0.1,-1.0,-5.3,-0.2,1.2,2.4
CCOC(=O)C1CCN(C(=O)CN(c2ccc3c(c2)OCCO3)S(=O)(=O)c2ccccc2)CC1,2.4,-9.5,0.2,0.7,25.0,1.2,-0.7,1.9,4.8
CCc1nn(CC(=O)NCc2cccnc2)c(=O)c2cc3occc3n12,1.0,-4.3,-1.7,-0.3,-0.9,-1.0,-1.9,-5.3,0.7
COc1cccc(CN2CC(C(=O)N(C)Cc3[nH]c4ccccc4c3C)CCC2=O)c1 (stereo not given),1.1,8.3,-0.7,-1.6,15.8,-0.7,-2.9,0.4,-9.6
Cc1ccc(C)n1-c1ccc(-c2ccn[nH]2)cc1,0.3,-1.6,1.0,0.2,-8.1,-7.8,0.2,-8.9,-2.6
